ROC1-CUL1 inh = inhibitors of human ROC1-CUL1 ubiquitin ligase activity | E3 ubiquitin-protein ligase RBX1 (Homo sapiens) + Cullin-1 (Homo sapiens), P62877+Q13616 | in vitro K48 di-Ub FRET, acceptor:donor ratio, 45 min | inhibition, % at 10 µM | actives 0.6% (n = 140,000) | AID 1347404, 2020; in the data active = inhibition above about 25%
Target sequence (P62877 whole entry, looked up): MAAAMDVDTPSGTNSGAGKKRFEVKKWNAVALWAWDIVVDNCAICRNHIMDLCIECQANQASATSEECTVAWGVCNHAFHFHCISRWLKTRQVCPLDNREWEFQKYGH
Target sequence (Q13616 whole entry, looked up): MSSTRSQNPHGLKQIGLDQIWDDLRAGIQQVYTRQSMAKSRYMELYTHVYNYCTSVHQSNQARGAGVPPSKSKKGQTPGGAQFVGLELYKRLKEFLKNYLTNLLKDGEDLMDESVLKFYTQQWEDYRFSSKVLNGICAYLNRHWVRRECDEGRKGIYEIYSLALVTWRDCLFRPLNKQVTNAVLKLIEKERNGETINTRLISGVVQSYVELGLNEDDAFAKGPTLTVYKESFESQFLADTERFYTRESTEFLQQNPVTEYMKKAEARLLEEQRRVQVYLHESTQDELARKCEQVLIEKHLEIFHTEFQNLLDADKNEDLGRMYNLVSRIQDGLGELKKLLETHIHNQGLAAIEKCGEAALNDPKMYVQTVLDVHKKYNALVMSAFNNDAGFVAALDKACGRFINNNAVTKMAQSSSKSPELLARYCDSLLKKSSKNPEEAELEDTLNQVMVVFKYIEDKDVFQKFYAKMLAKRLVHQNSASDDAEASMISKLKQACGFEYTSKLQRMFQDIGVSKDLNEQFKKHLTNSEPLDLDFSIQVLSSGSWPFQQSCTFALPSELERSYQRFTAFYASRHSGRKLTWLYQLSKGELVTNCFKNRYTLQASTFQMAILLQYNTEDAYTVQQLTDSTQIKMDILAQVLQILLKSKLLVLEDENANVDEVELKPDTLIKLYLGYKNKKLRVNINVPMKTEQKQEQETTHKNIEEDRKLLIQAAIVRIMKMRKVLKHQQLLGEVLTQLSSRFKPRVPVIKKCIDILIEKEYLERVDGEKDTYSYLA
An asterisk follows results filed as active. Not all compounds are listed. The share of hits here may be higher or lower than overall.

SMILES | ROC1-CUL1 inh
CN1C(=O)CC(CC(=O)N2CCN(C3CCCCC3)C(=O)C2)(c2ccc(-c3ccccc3)cc2)C1=O (stereo unspecified) | 11
O=C(O)c1ccc(S(=O)(=O)n2cnc3ccccc32)cc1 | 7
COc1ccccc1N(CC(=O)NC1CCCC1)S(C)(=O)=O | 7
COC(=O)Cc1cc(OC)c(OC)cc1S(=O)(=O)N1CCN(c2ccccc2OC)CC1 | 9
CC(C)CNCC1(O)CCCN(CC2CCCCC2)C1=O (stereo unspecified) | 4
COc1ccc(N(C(=O)C(C)C)S(=O)(=O)c2ccc(C(C)(C)C)cc2)cc1 | 0
CN(c1ccccc1)S(=O)(=O)c1nnc(NC(=O)COc2ccccc2)s1 | 8
O=C(NC1CCCC1)c1nnn(-c2ccccc2)c1-c1ccco1 | -3
Nc1cc(Cl)nc(Oc2ccccc2)c1 | 3
CCCC(=O)Nc1ccc(C(=O)Nc2cc(C(F)(F)F)ccc2Cl)cc1 | 6
CSc1ccc(S(=O)(=O)Nc2ccccc2C(=O)Nc2ccccc2Cl)cc1 | 10
Cc1ccc(C(=O)O)cc1-c1ccc(/C=C2\SC(=O)N(Cc3cc4c(cc3Cl)OCO4)C2=O)o1 | 20
Cc1ccc(NC(=O)CN2C(=O)S/C(=C/c3ccc(N4CCCCCC4)o3)C2=O)cc1C | -2
O=C(c1ccoc1)N1CCCN(C(=O)c2ccc(C3CCCN3)s2)CC1 (stereo unspecified) | 6
O=[N+]([O-])c1cc(-c2nc(-c3ccco3)no2)ccc1NCc1ccccc1 | 3
C=CCn1c(SCC(=O)N2CCN(CCO)CC2)nc2sc3c(c2c1=O)CCC3 | 4
O=C(CCS(=O)(=O)c1ccc(Br)s1)Nc1cc(C(F)(F)F)cc(C(F)(F)F)c1 | 10
CCOC(=O)c1c(CN2CCOCC2)n(-c2ccc(C)cc2)c2ccc(Oc3nccc(Nc4ccccc4)c3C#N)cc12 | -7
Cc1ccccc1NC(=O)c1ccccc1[N+](=O)[O-] | 1
Cc1ccccc1C1CC(=O)c2c(C)nc(NCCN3CCOCC3)nc2C1 (stereo unspecified) | 3

A second format for some results above.
Cc1ccc(C(=O)O)cc1-c1ccc(/C=C2\SC(=O)N(Cc3cc4c(cc3Cl)OCO4)C2=O)o1
- ROC1-CUL1 inh: 20
Cc1ccc(NC(=O)CN2C(=O)S/C(=C/c3ccc(N4CCCCCC4)o3)C2=O)cc1C
- ROC1-CUL1 inh: -2

Next part
SMILES | ROC1-CUL1 inh
CCOc1cc(C(=O)NCCc2sc(-c3ccc(F)cc3)nc2C)cc(OCC)c1OCC | -10
CCCN(Cc1cccs1)C(=O)Nc1cc(OC)ccc1OC | 7
CC(=O)N1c2ccc(S(=O)(=O)N3CCCCCC3)cc2CC1C(=O)NC(C)C (stereo unspecified) | 3
CCN(C)c1ccc(CC2=NC(=S)NC2=O)cc1 | -3
O=C(Nc1cccc2c1CCCC2)c1ccc(Br)cc1 | -1
Cc1ccc(/C=N/N=C2\NC(=O)CS2)s1 | -9
COc1ccc(-c2cc(C(F)(F)F)c3c(N)c(C(=O)c4ccc5c(c4)OCO5)sc3n2)cc1 | 6
COc1ccc(-c2cccc(-c3ccn(Cc4ncccc4C)n3)c2)nn1 | 3
COc1ccc(C(=O)NC(C)C)cc1S(=O)(=O)N1CCCCC1 | 8
CCn1c(SCC(=O)Nc2ccc(C)cc2C)nnc1C(C)NC(=O)c1ccccc1 (stereo unspecified) | 2
Cc1coc2cc3oc(=O)c(CCC(=O)NCc4ccc(Cl)cc4)c(C)c3cc12 | 2
O=C(COC(=O)C1CC=CCC1C(=O)OCC(=O)c1ccc(Cl)cc1)c1ccc(Cl)cc1 (stereo unspecified) | 11
COc1cc(OC)c(N(C)C(=O)CCNC(=O)Cn2cnc3ccccc3c2=O)cc1Cl | 17
COc1ccccc1NC(=O)c1sc2nc(-c3ccccc3)cc(-c3ccccc3)c2c1N | -1
CC(C)c1ccc(NC(=O)/C=C/c2ccccc2Cl)cc1 | 5
Cc1ccccc1-c1cnc(-c2ccncc2)nc1C1CCCN(Cc2ccc(F)c(F)c2)C1 (stereo unspecified) | 1
O=C(CSc1nnc2sc3ccccc3n12)c1ccco1 | 13
CCOC(=O)C1=C(C)N(c2ccccc2)C(=O)/C1=C\c1ccc(OCC(=O)Nc2ccccc2)cc1 | -4
O=C1c2ccccc2C(=O)N1n1cccc1 | 1
Cc1ncc2c(c1-c1noc(C3CCC(O)CC3)n1)CCNC2 (stereo unspecified) | -11
Cc1ccnc(NC(=O)C(C)c2cccc(C(=O)c3ccccc3)c2)n1 (stereo unspecified) | 6
O/N=C1\CCCc2cc3c(cc21)OCO3 | 5
CC1=NNc2nc3c(c(=O)n(Cc4c(F)cccc4Cl)c(=O)n3C)n2C1 | -9
COC(=O)c1ccccc1NC(=O)C1CN(S(=O)(=O)c2ccccc2)CCN1S(=O)(=O)c1ccccc1 (stereo unspecified) | 2
COc1cc2oc(=O)c(CC(=O)NCCc3ccccc3F)c(C)c2cc1OC | 5
CCc1nn(C)c(NC(=O)Cn2cc(-c3ncc(F)c(NC)n3)cn2)c1C | 1
COc1ccc(N2CCN(C(=O)CCC(=O)NNc3nc4ccccc4c4nc(C)nn34)CC2)cc1 | -4
CCc1nnc(NC(=O)C(C)c2ccc(CC(C)C)cc2)s1 (stereo unspecified) | 11
CCCN1CN=C(NS(=O)(=O)c2ccc(NC(C)=O)cc2)NC1 | -4
CCc1cccc(CC)c1N1C(=O)C=C(N2CCCCC2)C1=O | -5
COc1cc(C2NC(=O)c3c(sc4c3CCN(C)C4)N2)ccc1OC(=O)c1ccccc1 (stereo unspecified) | 2
COc1ccc(NC(=O)CSc2nnnn2-c2c(C)cc(C)cc2C)cc1Cl | -3
Cc1c(CC(=O)NC2CCC2)c2c(n1Cc1ccc(F)cc1)CCCC2=O | 1
CCOc1ccc(C(=O)Oc2ccc(CC)cc2)cc1[N+](=O)[O-] | 4
O=C(Cn1c2ccccc2n2nc(-c3cccs3)nc12)c1ccc(Br)cc1 | 2
CC(=O)N1CN(CCC(C)C)Cc2c1sc1c2CCCC1 | 0
Cc1cccc(N(C)C(=O)Cn2c(=O)oc3cc(S(=O)(=O)N4CCCCC4)ccc32)c1 | 12
COc1ccc(-c2noc(C3CC(=O)N(c4ccc5c(c4)OCCO5)C3)n2)c(OC)c1 (stereo unspecified) | 3
COC(=O)CNCC1(O)CCCN(Cc2cccc(C)c2)C1=O (stereo unspecified) | -1
CCOc1ccc(-n2nc3ccc(NC(=O)c4ccc(Br)o4)cc3n2)cc1 | 9
O=C(Nc1ccc2nn(-c3ccc(Br)cc3)nc2c1)c1ccc2c(c1)OCCO2 | -9
CCC1=Nc2cc(C(=O)NC3CCC(C)CC3)ccc2Sc2ccc(C)cc21 (stereo unspecified) | 2
Cn1c(Oc2ccccc2)nc2c1c(=O)n(Cc1ccc(Cl)cc1Cl)c(=O)n2C | 9
C=CCN(Cc1cccc(-c2nc(C(F)F)cc(=O)[nH]2)c1)Cc1ccccn1 | -3
CCC(Sc1nnc2c(n1)[nH]c1ccccc12)C(=O)Nc1ccccc1OC (stereo unspecified) | 0
COc1ccc(-c2nnc(SC3CC(=O)N(c4ccc(NC(C)=O)cc4)C3=O)nc2-c2ccc(OC)cc2)cc1 (stereo unspecified) | -3
O=C1c2ccccc2CCc2cc(Cl)sc21 | -2
CCc1ccc(C(=O)CC=Nc2ccc(S(=O)(=O)Nc3nc(C)cc(C)n3)cc2)cc1 | 4
CCC(=O)Nc1ccc2c(c1)nc1n2CCSC1 | -5
COc1ccc(N2CCN(C(=O)CSc3n[nH]c(-c4ccccc4Cl)n3)CC2)cc1 | -8
Cc1ccc(CN2CCCC2C(=O)Nc2ccccc2Oc2cccnc2)s1 (stereo unspecified) | 15
Cc1ccc(NC(=O)Nc2nc3c(s2)CCCCCC3)cc1C | -8
Cc1ccc(Oc2ccc(N3C(=O)c4ccc(Oc5cccc([N+](=O)[O-])c5)cc4C3=O)cc2)cc1C | -3
O=C(NCc1ccco1)c1ccc2c(c1)N(Cc1ccccc1)C(=O)c1ccccc1S2(=O)=O | -13
COC(=O)c1c(N=CC2C(=O)NC(=S)N(c3ccc(C)c(Cl)c3)C2=O)sc2c1CCCC2 (stereo unspecified) | -1
O=C(/C=C/c1ccc(Cl)cc1Cl)N1CCN(c2ncccn2)CC1 | -2
COC(=O)c1ccc(N2NC(=O)/C(=C/c3ccc(OCc4ccc(Cl)cc4)c(OC)c3)C2=O)cc1 | 7
CCOC(=O)NC(O)C(=O)c1cccs1 (stereo unspecified) | -5
COc1ccc(-n2c(SCC(=O)NCc3ccco3)nc3c([nH]c4ccccc43)c2=O)cc1 | -5
CC1CCc2c(sc(NC(=O)CCC(=O)O)c2C(N)=O)C1 (stereo unspecified) | -2

Exported with values ahead of the structure: two of the compounds above.
ROC1-CUL1 inh | Structure
-8 | Cc1ccc(NC(=O)Nc2nc3c(s2)CCCCCC3)cc1C
-3 | Cc1ccc(Oc2ccc(N3C(=O)c4ccc(Oc5cccc([N+](=O)[O-])c5)cc4C3=O)cc2)cc1C

Remaining list, next part
SMILES | ROC1-CUL1 inh
CC(=O)Nc1ccc(/C=C2\SC(=O)N(CC(=O)O)C2=O)cc1 | -8
CCOC(=O)c1cnn(-c2cc(Oc3ccccc3C)ncn2)c1N | 4
CCOC(=O)C1=CN(Cc2ccccc2)C(=O)CC1=O | 14
CC(=O)Nc1nnc(SCC2=Nc3c(C)cccc3C(=O)C2)s1 | -12
CCCSc1nnc2c(n1)-c1ccccc1NC(/C=C/c1ccco1)O2 (stereo unspecified) | 6
CCOC(=O)N1CCN(CC(O)COc2ccc(C(C)(C)C)cc2)CC1 (stereo unspecified) | 7
CCC1CN(C(=O)c2ccc(NCCc3cccc(C)n3)nc2)CCN1C(C)C (stereo unspecified) | -1
CC(C)C(=O)NC1CCCCCCCCCCC1 | 8
Cc1ccc(C)c(Nc2nn3c(=O)c4ccc(C(=O)NCc5ccccc5)cc4nc3s2)c1 | 0
Cc1ccc(N2C(=N)S/C(=C\c3ccc(-c4ccccc4C(=O)O)o3)C2=O)cc1C | 11
CSCCc1n[nH]c2c1CN(S(=O)(=O)c1cc(F)ccc1F)CC2 | -1
CC(=O)c1cccc(NC(=O)c2noc3c2CSc2ccccc2-3)c1 | 6
N#Cc1c2n(c3c(NCCCO)ncnc13)CCCCC2 | -7
N=C1C(c2nc3ccccc3c(=O)[nH]2)C(=O)CN1c1ccccc1 (stereo unspecified) | 7
O=C(c1cccs1)N(Cc1cccnc1)c1nc2ccc(F)cc2s1 | 1
N#Cc1c(N)nc(N2CCCC2)c(C#N)c1-c1ccc(Cl)cc1 | 9
COc1ccc(OCC(=O)Nc2nnc(S(=O)(=O)N3CCc4ccccc43)s2)cc1 | -2
Cc1nnc(SCC(=O)Nc2ccccn2)o1 | 0
CCN(CC)CCN1C(=O)C(=O)C(C(=O)c2ccc(OCC(C)C)cc2C)C1c1ccc(C)cc1 (stereo unspecified) | 1
COc1ccc(OC)c(-c2noc(N3CCN(c4cccc(C)c4C)CC3)n2)c1 | -4

Reprinted at random: three records from the list
SMILES | ROC1-CUL1 inh
CSCCc1n[nH]c2c1CN(S(=O)(=O)c1cc(F)ccc1F)CC2 | -1
N#Cc1c2n(c3c(NCCCO)ncnc13)CCCCC2 | -7
Cc1nnc(SCC(=O)Nc2ccccn2)o1 | 0

Next part:
SMILES | ROC1-CUL1 inh
COc1ccc(-c2nc(CSCC(=O)N3CCN(c4cccc(C)c4C)CC3)c(C)o2)cc1OC | 9
Cc1cccc(CNC(=O)c2ccc(-c3nc(CS(=O)(=O)c4ccccc4)c(C)o3)cc2)c1 | -11
Cn1c(SCC(=O)Nc2ccc3nc(SCC(=O)NCc4ccccc4)sc3c2)nnc1-c1ccc(Cl)cc1Cl | -1
CC(C)(C)c1cc(OC(=O)c2cccc(F)c2)ccc1O | 6
CCc1cccc(NC(=O)c2ccco2)c1 | 12
O=C(/C=C/c1ccccc1O)c1cc2ccccc2o1 | 4
Cc1sc(C)c2c1C(=O)c1c(C)sc(C)c1-2 | -16
Cc1ccc(S(=O)(=O)Nc2ccc(N=NN(C)C)cc2)cc1 | 1
CCOC(=O)C(C)Oc1ccc2c(C)c(CC)c(=O)oc2c1C (stereo unspecified) | 0
CC(=O)N1c2ccccc2CC1C(=O)N1CCN(c2ccccc2)CC1 (stereo unspecified) | 7
O=C(Cn1c(-c2cccs2)cc2cc(Cl)ccc21)NCc1ccccc1 | 4
COc1ccc(NC(=O)/C(C#N)=C/c2ccc(C)o2)cc1 | -6
Cc1cccc(NC(=O)Cn2nnc(C(=O)NCc3cccs3)c2N)c1 | -3
Cn1c(SCC(=O)O)nc2ccccc21 | 0
COc1ccc(CCCc2nnc(SCC(=O)Nc3cccc(F)c3C)o2)cc1 | -2
CN1CCN(c2cc3ccccc3c(=O)c3ccccc23)CC1 | -3
C/C(=N/O)c1[nH]c(C)c(/C(C)=N\O)c1C | -7
O=S(=O)(Nc1cccnc1)c1ccc(Br)cc1 | -3
CCCC(=O)Nc1ccc2nc(SCc3ccc(C)cc3)sc2c1 | -2
COc1ccc(CNC(=O)c2nn(-c3ccccc3C)nc2CO)cc1 | -2
O=C1NCCC/C1=N\Nc1cc(OCc2ccccc2)ccc1F | 0

4 compounds from above, sorted by their value in ROC1-CUL1 inh, smallest number first:
SMILES | ROC1-CUL1 inh
CCc1cccc(CC)c1N1C(=O)C=C(N2CCCCC2)C1=O | -5
CC(=O)N1CN(CCC(C)C)Cc2c1sc1c2CCCC1 | 0
CCOc1ccc(C(=O)Oc2ccc(CC)cc2)cc1[N+](=O)[O-] | 4
COc1ccc(-c2cc(C(F)(F)F)c3c(N)c(C(=O)c4ccc5c(c4)OCO5)sc3n2)cc1 | 6
